MBNL1 CUG block: MBNL1-poly(CUG) RNA binding inhibition | Q9NR56 | TR-FRET MBNL1-His/biotin-(CUG)12 binding, 665/545 ratio | Potency, µM (doses to about 57.5 µM), inactives show at the highest dose activity change, negative = inhibition, actives largely listed as inhibitors | 280,000 compounds, 0.036% hits | AID 2675; active means well fitted inhibition curve with a large enough effect in the signal ratio, with a control signal flat, not every such curve was filed as active; inconclusive means small, poorly fitted or top-dose-only effect, or effect the other way, or a change in a side signal; inactive means no such curve, though single readings can be large or run the other way; the % refers to the signal ratio; further: on the % scale 0 is the no-effect control and ±100 the full control effect
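Compounds (final 92 nM to 58 uM) are added to His-tagged MBNL1 and biotin-(CUG)12, then terbium anti-His antibody and streptavidin-XL665 (5 nM final). After 60 min at room temperature, the 665/545 nm ratio is read.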
NPC1 prom act: NPC1 promoter activation. 320,000 compounds, 2.4% hits. Huh7 NPC1 promoter luciferase reporter, 24 h. Potency, µM (titrated, usually from 9.22 µM), for inactives: top-dose activation, most hits filed as activators;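 further: % of control where 0% means no effect; nearly all actives have a fitted effect of over 60% in size; reporter is driven by a mutant NPC1 promoter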
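Compounds in DMSO were transferred onto Huh7 NPC1-luciferase reporter cells pre-incubated 2 h; after 24 h at 37 °C, Amplite reagent was dispensed and luminescence recorded 10 min later.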
Gal4-VP16 FLuc: inhibits Gal4-VP16 luciferase reporter, ROR gamma counter-screen | Drosophila S2 Gal4-VP16 UAS-luciferase, luminescence, 20 h | Potency, µM (top dose mostly 53.6 µM), inactives show at the top dose activity, negative = inhibition, hits mostly inhibitors | 310,000 compounds, 3.5% hits;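 further: Gal4-VP16 expression switched on by copper sulfate through the metallothionein promoter; on the % scale 0 is the no-effect control and ±100 the full control effect; nearly all actives have a fitted effect of over 50% in size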
uPA surface inh: blocks generation of uPA at the cell surface; cell surface uPA generation assay, qHTS; Potency, µM (titrated, usually from 38.3 µM), for the others: at the top dose activity change, negative = inhibition, most hits filed as inhibitors; 330,000 compounds, 0.31% hits; active means well fitted inhibition curve with a large enough effect; inconclusive means small, poorly fitted or top-dose-only effect; inactive means no such curve, though single readings can be large or run the other way; tested in mouse RAW 264.7 cells; further: on the % scale 0 is the no-effect control and ±100 the full control effect; nearly all actives have a fitted effect of over 55% in size
FLuc modulator: counter-screen for miR-21 project: firefly luciferase inhibitors or activators; P08659; purified FLuc, Km substrates, luminescence inhibition; Potency, µM (series often up to 57.5 µM), for inactives: at the top dose activity change, negative = inhibition, most hits filed as inhibitors; 360,000 compounds, 6.9% hits;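 further: plate controls were vehicle for no effect and reference inhibitor for full effect; nearly all actives have a fitted effect of over 55% in size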
Target sequence (P08659 whole entry, looked up): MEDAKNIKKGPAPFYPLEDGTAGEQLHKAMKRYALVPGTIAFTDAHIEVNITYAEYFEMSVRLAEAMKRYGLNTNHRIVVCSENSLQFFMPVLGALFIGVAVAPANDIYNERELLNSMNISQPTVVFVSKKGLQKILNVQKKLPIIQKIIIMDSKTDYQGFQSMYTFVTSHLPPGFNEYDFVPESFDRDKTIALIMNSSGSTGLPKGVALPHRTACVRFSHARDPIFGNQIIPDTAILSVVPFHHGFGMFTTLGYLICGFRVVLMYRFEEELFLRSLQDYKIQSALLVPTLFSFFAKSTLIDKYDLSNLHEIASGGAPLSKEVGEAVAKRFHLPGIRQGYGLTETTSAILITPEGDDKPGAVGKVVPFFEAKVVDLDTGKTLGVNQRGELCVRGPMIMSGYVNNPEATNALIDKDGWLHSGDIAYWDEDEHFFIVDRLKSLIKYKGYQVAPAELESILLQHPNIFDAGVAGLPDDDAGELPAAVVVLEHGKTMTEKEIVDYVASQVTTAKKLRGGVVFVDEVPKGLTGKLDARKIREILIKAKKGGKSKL
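Biochemical qHTS of compounds, final roughly 60 µM downward over six points, against 10 nM purified firefly luciferase using Km concentrations of substrates (10 uM D-luciferin, 10 uM ATP) in Tris acetate pH 7.5 buffer; luminescence output.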
p53 reactivation: re-activators of mutant p53 | AID 504706 | H1299 p53-A138V BP100-luciferase reporter, luminescence, 24 h | Potency, µM (top dose mostly 92.2 µM), for inactives: at the highest dose activity change, positive = activation, actives largely listed as activators | 320,000 compounds, 0.063% hits; further: % of control where 0% means no effect; nearly all actives have a fitted effect of over 45% in size
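H1299 (p53-null), stable ts p53-A138V + BP100-Luc; 1000 cells/well, Opti-MEM/10% FBS; cpd 4 pt, 1:5; 24 h, 37 deg C, 5% CO2; detection reagent 10 min RT; luminescence.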
ELG1 genotoxic: induces genotoxicity in HEK293T cells with luciferase-tagged ELG1. Potency, µM (highest dose often 46 µM), inactives show top-dose activity change, positive = activation, usual class: activators. HEK293T ELG1-luciferase reporter, luminescence, 16 h. 330,000 compounds, 1.3% hits. AID 504466; further: % of control where 0% means no effect; nearly all actives have a fitted effect of over 60% in size
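Quantitative HTS format in 1536-well plates. HEK293T ELG1-luciferase reporter cells receive test compound and are incubated 16 hr at 37 °C, 5% CO2; ONE-Glo added, 30 min room temperature, then luminescence read.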
Rab9 promoter act: activates the Rab9 promoter | Huh7 Rab9 promoter-luciferase reporter, luminescence, 24 h | Potency, µM (highest dose often 9.22 µM), for inactives: at the highest dose activation, negative = inhibition, actives largely listed as activators | 320,000 compounds, 2.8% hits | AID 485297; further: % of control where 0% means no effect; nearly all actives have a fitted effect of over 60% in size
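Huh7 cells stably carrying a Rab9 promoter-luciferase reporter, 1500 cells per well in OP-MEM I with 10% FBS, treated with compound 24 hours at 37C. Luciferase activity read by luminescence after 10 minutes with Amplite reagent.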
MLL CXXC-DNA inh: inhibitors of human MLL CXXC domain-DNA interaction | Q03164 | MLL-CXXC / FITC-HOXA9 DNA fluorescence polarization | 290,000 compounds, 0.037% hits | Potency, µM (top dose mostly 115 µM), inactives show at the top dose activity change, negative = inhibition, usual class: inhibitors | AID 2662; active means well fitted inhibition curve with a large enough effect in the polarisation, with a control signal flat, not every such curve was filed as active; inconclusive means small, poorly fitted or top-dose-only effect, or effect the other way, or a change in a side signal; inactive means no such curve, though single readings can be large or run the other way; the % refers to the polarisation
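Purified MLL-CXXC (added from a 7 uM solution) was preincubated 5 min at ambient with pinned compounds in 50 mM Tris-HCl pH 7.5, 50 mM NaCl, 1 mM DTT, 0.05% BSA. Fluorescein-labeled HOX-A9 DNA (50 nM solution) followed, 30 min, then polarization read.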
RORg inh: blocks mouse ROR gamma transcriptional activity; P51450; Drosophila S2 Gal4-RORgamma UAS-luciferase reporter, 20 h; Potency, µM (top dose mostly 53.6 µM), inactives show top-dose activity change, negative = inhibition, hits mostly inhibitors; 310,000 compounds, 5.4% hits; AID 2551; further: on the % scale 0 is the no-effect control and ±100 the full control effect; nearly all actives have a fitted effect of over 60% in size
Target sequence (P51450 whole entry, looked up, the tested form may be a part): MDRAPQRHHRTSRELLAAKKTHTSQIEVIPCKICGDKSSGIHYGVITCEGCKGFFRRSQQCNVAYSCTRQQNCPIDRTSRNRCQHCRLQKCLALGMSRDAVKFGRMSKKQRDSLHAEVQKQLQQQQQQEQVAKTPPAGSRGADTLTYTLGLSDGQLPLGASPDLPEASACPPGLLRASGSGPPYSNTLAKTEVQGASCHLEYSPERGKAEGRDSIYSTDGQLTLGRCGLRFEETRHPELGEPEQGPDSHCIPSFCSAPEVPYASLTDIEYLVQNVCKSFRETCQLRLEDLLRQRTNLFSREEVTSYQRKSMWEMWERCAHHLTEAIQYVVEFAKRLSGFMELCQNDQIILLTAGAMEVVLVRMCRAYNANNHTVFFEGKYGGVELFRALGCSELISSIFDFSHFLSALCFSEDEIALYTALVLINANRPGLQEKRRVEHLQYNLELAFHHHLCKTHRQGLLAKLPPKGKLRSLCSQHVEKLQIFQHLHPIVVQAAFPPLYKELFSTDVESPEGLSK
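Schneider cells (Drosophila), stable Gal4 DBD–ROR gamma + UAS-luc; 1 hr cmpd preincubation; Cu2+ induction 700 uM final; 20 hr ambient; luminescence.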
BRCA1 expr up: BRCA1 expression activation; Potency, µM (series often up to 46.1 µM), inactives show at the highest dose activation, hits mostly activators; 380,000 compounds, 1.1% hits; MCF7-BRCA1-FFLuc reporter, luminescence, 48 h; response scale: scaled: vehicle 0%, 10 µM genistein 100%; further: nearly all actives have a fitted effect of over 80% in size; some results filed as inactive show a strong effect at the top dose
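Luminescence from a BRCA1-driven firefly luciferase in MCF7 cells was the read-out, taken 15 min after substrate addition following 48 h compound exposure at 37 °C. Data were normalized to a 10 microM genistein control and DMSO vehicle.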
* marks the source's active call; other numbers are inactive results; ? = inconclusive; nt = no result given; & = joins results of further samples; [ ] = remark or other dose. Unless noted, the call rests on the fitted dose curve; in most records, active means well fitted curve in the direction sought with a large enough effect; inconclusive means small, poorly fitted or top-dose-only effect, or another doubt; inactive means no such curve, though single readings can be large; an effect the other way counts as inactive or inconclusive. Potency means the concentration at half of the fitted maximal effect. This is a subset, so the mix of outcomes need not match the whole.

SMILES | MBNL1 CUG block | NPC1 prom act | Gal4-VP16 FLuc | uPA surface inh | FLuc modulator | p53 reactivation | ELG1 genotoxic | Rab9 promoter act | MLL CXXC-DNA inh | RORg inh | BRCA1 expr up
CN1CC(C(=O)c2ccc(F)cc2)C(c2c(F)cccc2Cl)C1 (configuration not stated) | -6% | -3% | -12%[10 µM] | -6% | -4% | 5% | -3% | -8% | 23% | -14% | -2%
O=C(C[N+]12CCC(CC1)C(O)C2)c1ccc(Br)cc1 (configuration not stated) | 3% | -1% | 1% | 12% | 0% | 4% | -1% | 6% | 8% | 0% | 0%
O=C(CNS(=O)(=O)c1cccs1)N1CCC2(CC1)OCCO2 | -6% | 20% | 8% | -1% | -15% | 15% | 12% | 16% | 6% | 12% | 66%
O=C(CCC(=O)N1C[C@H]2C[C@@H](C1)c1cccc(=O)n1C2)NCc1ccccc1C(F)(F)F | nt | -1% | nt | 10% | -1% | -10% | 0% | -1% | nt | nt | -14%
Cc1ccc(C)c(NC(=S)NC2CC3CCC(C2)N3Cc2ccco2)c1 (configuration not stated) | -10% | 2% | -9% | 3% | -2% | 1% | -4% | 7% | 3% | ? | -1%
CCC(=NCc1ccc2c(c1)OCO2)c1c(O)n(C2CCCCC2)c(=O)[nH]c1=O | 5% | -8% | ? | -11% | -2% | -10% | 13% | -6% | 20% | -44% | -48%
CN1CCCN(C(=O)COc2ccc(F)cc2F)CC1 | 0% | 4% | -15% | -1% | 1% | -22% | 1% | 11% | 1% | 10% | -1%
COC(=O)C1=C(c2ccc(OC)c(OC)c2)C[C@@H]2CC[C@H]1N2C(=O)NC1CCCCC1 | nt | -1% | nt | 5% | 2% | 2% | 9% | 0% | nt | nt | -5%
CCCCNC(=O)Oc1c(Br)cc2sc(=O)oc2c1Br | -10% | -5% | -7% | nt | -20% | 11% | -1% | -2% | 77%[activator] | -3% | nt
O=C(C1CCC(=O)N1Cc1ccccc1Cl)N1CCC2(CC1)OCCO2 (configuration not stated) | -2% | -1% | 8% | 3% | 1% | 5% | 0% | 0% | -8% | -31% | 10%
CC(=O)OC1(c2ccccc2)CCN(C)C2CCCCC21 (configuration not stated) | ? | 0% | -11% | -1% | -8% | -12% | 1% | 1% | -5% | 32% | 15%
O=C1C2(Cl)C3(Cl)C4(Cl)C(Cl)(Cl)C5(Cl)C3(Cl)C1(Cl)C5(Cl)C24Cl (configuration not stated) | nt | 2% | ? | 0% | 3% | -29% | -1% | 1% | nt | -32%&-32% | -46%
CCCCOC(=O)C1=C(N)OC2=C(C(=O)CCC2)[C@]12C(=O)Nc1ccccc12 | 3% | 1% | 10% | 1% | 0% | -1% | 1% | 2% | 0% | -1% | -17%
O=C1CCCC2=C1C(c1cccnc1)Nc1ccccc1N2 (configuration not stated) | 13% | 1% | -2% | 3% | -2% | -3% | 0% | 5% | -2% | 14% | -2%
Cc1nc2ncnn2c(C)c1CCC(=O)N1CCC2(CC1)OCCO2 | -1% | -4% | 3% | nt | -1% | 3% | 3% | 2% | 9% | -11% | 0%
CC(=O)OC[C@]12CCC(C)=C[C@H]1O[C@@H]1[C@H](O)[C@@H](OC(C)=O)[C@@]2(C)[C@]12CO2 | -1% | -53%[inhibitor] | 0.0016µM* | -75% | -3% | ? | -13% | -44%[inhibitor] | -1% | 0.032µM* | nt
O=C(Oc1ccc(Cl)c2ccccc12)N1CCCCC1 | 4% | 12% | 15% | 0% | 17µM* | 24% | ? | 5% | 1% | 15% | ?
N=Cc1c(O)n(-c2ccc(C34CC5CC(CC(C5)C3)C4)cc2)c(=O)[nH]c1=O | -1%[11.5 µM] | 2% | -3% | -1% | ? | 3% | 5% | 1% | -1% | -21% | 30%
NCCc1c[nH]c2ccc(O)cc12 | nt | 4%[46.1 µM] | -2% | -10% | 0% | 1% | -6% | -3%[46.1 µM] | 6% | 3% | 17%&-27%
CC(Cc1ccccc1)NC(=O)CN1CCCC1=O (configuration not stated) | 5% | -9% | -4% | 7% | 6% | 4% | -1% | -8% | 3% | -11% | -15%
CCN1CCN(Cc2ccc(NC(=O)c3ccc(C)c(NC(=O)c4c[nH]c5cc(C(F)(F)F)ccc5c4=O)c3)cc2C(F)(F)F)CC1 | 5% | -15% | 11µM* | ? | ? | -11% | -10% | -17% | 91%[activator] | 6.3µM* | -85%&-80%
CCC(=NCCCO)c1c(O)n(-c2ccc(OC)cc2)c(=O)[nH]c1=O | -2% | -3% | -4% | 7% | -1% | -8% | -1% | 4% | 13% | 4% | 3%
O=C(Oc1ccc(Br)cc1C(=S)N1CCCC1)c1ccccc1Cl | -5% | 2% | ? | -4% | -1% | 0% | -5% | -9% | 18% | ? | 1%
COc1cc2ccc(=O)oc2c2ccoc12 | 27% | -5% | -16%&4% | -13% | -15% | -7% | 15% | 1% | 1% | -41%&-1% | 26%
Cc1ccc(CN2CCCC(C(=O)c3ccc4c(c3)OCO4)C2)cc1C (configuration not stated) | -3% | 0% | -10% | -1% | -2% | -1% | -4% | -5% | -12% | -16% | -20%
CCC(C)NC(=O)c1c(N)n(CCCOC)c2nc3ccccc3nc12 (configuration not stated) | 10% | -1% | -11% | 4% | 0% | 0% | -2% | -5% | -17% | 7% | -13%
COC(=O)C1=C(c2ccc(C(C)=O)cc2)C[C@@H]2CC[C@H]1N2C | nt | 0% | nt | 0% | -1% | -2% | 3% | -7% | nt | nt | 17%
CC(=O)Nc1ccc(NC(=O)CN(c2ccc(C34CC5CC(CC(C5)C3)C4)cc2)S(C)(=O)=O)cc1 | 7% | 3% | ? | -3% | 0% | 0% | 7% | 16% | 16% | ? | 0%
COc1cc(/C=C2/SC(=S)N(Cc3ccccc3)C2=O)ccc1OCC(=O)O | 18% | -4% | 12% | -2% | ? | nt | -1% | 5% | -1% | 20% | -30%
Cc1ccc(C(=O)Nc2nc3ccccc3[nH]2)cc1 | 2% | 0.56µM* | 3.5µM* | -5% | 0.095µM* | -8% | ? | 0.63µM* | -4% | 2.5µM* | -79%[inhibitor]
COC(=O)C1=C(c2ccc3ccccc3c2)C[C@@H]2CC[C@H]1N2C(=O)NC1CC1 | nt | -6% | nt | 3% | 4% | 4% | -1% | -1% | nt | nt | -26%
CC1=C(C(=O)O)N2C(=O)[C@@H](NC(=O)CCCC(=O)O)[C@H]2SC1 | -11% | 0% | -13% | 6% | -15% | 1% | 2% | -2% | -22% | -18% | -1%
Cc1ccc2c(c1)C1CN(C)CCC1N2C(=O)Cn1nnc(-c2ccccc2F)n1 (configuration not stated) | -1% | -2% | 1% | 13% | 2% | 7% | 0% | 4% | 13% | -12% | 3%
Cc1ccc(-c2n[nH]c(=S)n2-c2ccccc2)cc1 | 129%[activator] | 0% | ? | 2% | -1% | -3% | 0% | 1% | -2% | ? | 23%&0%
C=CCn1c(O)c(/C(C)=N/N2CCCCC2)c(=O)[nH]c1=O | -10% | 1% | -25% | -1% | -2% | 8% | 10% | 0% | 2% | -5% | 1%
CCOc1ccc(N2C(=O)NC(=O)/C(=C/c3cnc(SC)nc3)C2=O)cc1 | 6% | -1% | -6%[10 µM] | 3% | ? | -3% | -2% | -8% | -2% | -15% | -10%
Cc1cccc(CN2CCCC(C(=O)Nc3ccc(-c4cscn4)cc3)C2)c1 (configuration not stated) | -2% | 0% | -14% | ? | 2% | -1% | -9% | 3% | 1% | 31% | -46%
CCOC(=O)C1=C(c2ccccc2)N=c2s/c(=C\c3ccc(O)cc3)c(=O)n2C1c1cccs1 (configuration not stated) | 9% | -5% | -13% | ? | 2% | -14% | -17% | 1% | ? | 39% | -98%[inhibitor]
Cc1cc(OCC(=O)N[C@@H](Cc2ccccc2)C(=O)O)c2c3c(c(=O)oc2c1)CCCC3 | 9% | 0% | -1% | -1% | 2% | 11% | 1% | -9% | -26% | -4% | 3%
CCC(=NCc1cccnc1)c1c(O)n(-c2ccc(Cl)cc2)c(=O)[nH]c1=O | -5% | 2% | -2% | -4% | 5% | 3% | 5% | 0% | 1% | 1% | -13%
COc1ccc(-n2c(O)c(/C(C)=N/N3CCCCCC3)c(=O)[nH]c2=O)cc1 | 10% | 2% | 1% | 0% | -4% | -4% | 3% | 0% | -1% | 35% | 1%
O=C(Cc1ccccc1)N1CCN(Cc2ccc([N+](=O)[O-])cc2)CC1 | nt | 0% | -8% | -4% | -1% | 11% | -4% | -2% | -3% | 18% | -14%

Assay outcomes (PubChem BioAssay)
